Bcl-XL Bim block – inhibitors of Bim-Bcl-XL interaction, human | AID 1007 | Q07817 | inhibition, % at 10 µM | Bim peptide-Bcl-XL binding, bead flow cytometry, fluorescence | hit rate 0.04% among 190,000
Target sequence (Q07817 whole entry, looked up): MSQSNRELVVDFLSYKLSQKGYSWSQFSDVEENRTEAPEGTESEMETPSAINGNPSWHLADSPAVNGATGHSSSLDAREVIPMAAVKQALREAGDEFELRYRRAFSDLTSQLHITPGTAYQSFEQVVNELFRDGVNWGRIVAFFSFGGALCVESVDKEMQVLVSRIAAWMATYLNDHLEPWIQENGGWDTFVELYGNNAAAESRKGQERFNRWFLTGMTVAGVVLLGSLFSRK
Rac1 mut GTP – alters GTP binding to activated mutant human Rac1; P63000; GST-Rac1 activated beads, fluorescent GTP binding, flow cytometry; actives lie on both sides; 100% means binding = to untreated wells; percent activity (GTP binding), % at 10 µM; hit rate 0.11% among 190,000; AID 764;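 active = GTP binding at least 20 percentage points away from the 100% baseline, in either direction, so actives lie on both sides; inconclusive = Compound likely fluorescent itself, or too few beads counted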
Rab7 wt GTP bind – modulators of GTP binding to dog Rab7 wildtype GTPase; GST-Rab7 beads, fluorescent GTP binding, flow cytometry; actives lie on both sides; untreated = 100%, excess cold GTP = 0%; GTP binding activity (percent of control), % at 10 µM; hit rate 0.055% among 190,000; AID 758;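 active = fluorescent GTP binding to Rab7 beads changed by at least 20 points from the 100% baseline, either direction, mostly lower; inconclusive = compound itself probably fluorescent, or too few beads counted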;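 note: median green fluorescence of bound Bodipy-FL-GTP per Rab7 bead population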
Rac1 wt GTP bind – modulators of human Rac1 wildtype GTP binding | hit rate 0.27% among 190,000 | P63000 | GTP binding activity (% of control), % at 10 µM | GST-Rac1 beads, fluorescent GTP binding, flow cytometry; actives lie on both sides; 0 = cold GTP competed, 100 = untreated;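 active = GTP binding activity at least 20 points away from the 100% control level, either lower or higher; inconclusive = compound flagged as likely green fluorescent, judged across all proteins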
Cdc42 wt – changes GTP binding to wildtype human Cdc42. percent activity (GTP binding), % at 10 µM. P60953. GST-Cdc42 beads, Bodipy-GTP binding, flow cytometry; actives lie on both sides. AID 761. hit rate 0.2% among 190,000;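 active = percent activity GTP binding at least 20 points away from the 100% baseline, either down as inhibitor or up as activator; inconclusive = compound flagged as likely green fluorescent from well-wide comparison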;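 note: median bead fluorescence of bound Bodipy-FL-GTP at 100 nM; 0% = excess unlabeled GTP control and 100% = no compound control; below 100% means less GTP binding so inhibitor and above means activator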
Target sequence (P60953 whole entry, looked up): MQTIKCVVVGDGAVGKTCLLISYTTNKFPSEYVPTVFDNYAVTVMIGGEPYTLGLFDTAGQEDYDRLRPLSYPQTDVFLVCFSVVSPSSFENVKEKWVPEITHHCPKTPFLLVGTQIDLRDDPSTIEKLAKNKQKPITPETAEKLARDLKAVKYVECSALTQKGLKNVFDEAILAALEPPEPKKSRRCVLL
Rab2A wt mod – changes GTP binding to wildtype dog Rab2A, up or down; P61105; GST-Rab2 wt beads, Bodipy-GTP binding, flow cytometry; GTP binding activity, % at 10 µM; hit rate 0.19% among 190,000;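 active = GTP binding activity at least 20 points away from 100%, either lowered or raised; inconclusive = signal likely due to the compound's own green fluorescence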;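 note: 0% = beads with excess unlabeled GTP and 100% = no-compound control corrected for plate trend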
Bcl-W Bim block – human Bim-Bcl-W interaction inhibition; Q92843; bead-based flow cytometry, Bim peptide-Bcl-W binding; inhibition, % at 10 µM; hit rate 0.02% among 190,000; AID 952;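 note: 0% = bound tracer without compound and 100% = peptide blocker; higher means less fluorescent Bim peptide bound to Bcl-W beads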
HRas wt GTP – changes GTP binding to wildtype human HRas | hit rate 0.14% among 190,000 | GTP binding activity, % at 10 µM | GST-Ras wt beads, Bodipy-FL-GTP binding, flow cytometry; actives lie on both sides | AID 759;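 active = GTP binding activity at least 20% away from the 100% baseline, either lowered as inhibitor or raised as activator; inconclusive = flagged as likely green fluorescent, judged across all proteins in the well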;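 note: 0% = unlabeled GTP competition control and 100% = no-compound control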
Target sequence (P01112 whole entry, looked up): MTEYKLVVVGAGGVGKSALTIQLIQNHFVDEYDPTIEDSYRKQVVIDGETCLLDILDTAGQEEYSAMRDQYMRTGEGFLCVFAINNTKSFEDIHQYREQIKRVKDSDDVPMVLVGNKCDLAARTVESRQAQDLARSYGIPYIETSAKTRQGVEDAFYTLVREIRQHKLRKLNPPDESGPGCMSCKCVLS
Bim-Bcl-2 – human Bim-Bcl-2 interaction inhibition; Bead-based flow cytometry, Bim peptide-Bcl-2 binding; inhibition, % at 10 µM; hit rate 0.06% among 190,000; AID 950; in the data active = inhibition above about 40%; inconclusive = no clear call, values can overlap the other calls;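 note: 0% = no compound wells with probe peptide and 100% = reference peptide inhibitor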
Target sequence (P10415 whole entry, looked up): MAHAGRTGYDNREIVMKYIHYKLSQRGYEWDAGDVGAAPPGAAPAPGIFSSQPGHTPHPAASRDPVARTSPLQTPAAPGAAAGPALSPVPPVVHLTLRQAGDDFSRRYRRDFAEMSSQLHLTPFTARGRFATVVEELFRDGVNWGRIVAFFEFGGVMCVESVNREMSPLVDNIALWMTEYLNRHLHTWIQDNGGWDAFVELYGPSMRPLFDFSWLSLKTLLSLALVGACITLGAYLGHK
Bfl-1 Bim block – human Bim-Bfl-1 interaction inhibition. Bead-based flow cytometry, Bim-Bfl-1 binding inhibition. inhibition, % at 10 µM. hit rate 0.12% among 190,000. AID 1008;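 note: 0% = wells without compound plus tracer and 100% = blocker peptide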
Bcl-B Bim block – inhibitors of Bim-Bcl-B interaction, human | Q9HD36 | bead-based flow cytometry, Bim peptide-Bcl-B binding | inhibition, % at 10 µM | hit rate 0.073% among 190,000 | AID 951;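 note: 0% = tracer peptide without compound and 100% = reference inhibitor peptide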
Target sequence (Q9HD36 whole entry, looked up): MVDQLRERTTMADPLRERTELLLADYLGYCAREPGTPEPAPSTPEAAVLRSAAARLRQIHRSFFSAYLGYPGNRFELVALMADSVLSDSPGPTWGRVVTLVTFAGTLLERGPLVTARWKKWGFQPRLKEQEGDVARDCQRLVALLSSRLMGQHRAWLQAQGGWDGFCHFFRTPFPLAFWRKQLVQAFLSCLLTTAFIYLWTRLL
An asterisk follows results filed as active; ? = inconclusive. Cut-off read from the data, not from the text of the source, unless noted: active = inhibition above about 40%.

SMILES	Bcl-XL Bim block	Rac1 mut GTP	Rab7 wt GTP bind	Rac1 wt GTP bind	Cdc42 wt	Rab2A wt mod	Bcl-W Bim block	HRas wt GTP	Bim-Bcl-2	Bfl-1 Bim block	Bcl-B Bim block
CCOC(=O)Cn1c(=NC(=O)c2cccs2)sc2cc(C(=O)OC)ccc21	-27	101	101	99	96	98	-16	97	-23	-1	-55
CCCCn1c2nc3ccccc3nc2c2c(=O)n(CCC(C)C)cnc21	-11	101	103	106	104	107	-3	103	-10	-15	-10
CCOc1ccc(-n2cc(C(=O)N3CCC(C)CC3)c3cc(OC)c(OC)cc3c2=O)cc1	-1	96	99	100	100	97	-1	99	0	0	-1
COC(=O)C1C(=O)C=C(Nc2ccc(F)cc2F)CC1c1ccc(OC)cc1 (stereo not given)	-6	96	97	96	96	97	-3	97	-3	-6	-5
CCN(CC)CCCNC(=O)c1ccc(Cl)c(S(=O)(=O)Nc2ccccc2OC)c1	2	103	99	108	105	103	0	101	-2	-1	-2
O=C(NCc1cccs1)c1ccccc1	-1	99	100	99	101	99	-2	99	-10	-9	-8
COc1ccc(S(=O)(=O)Cc2ccc(C(=O)N3CCN(c4cc(Cl)ccc4C)CC3)o2)cc1	-4	76*	77*	76*	74*	72*	-2	80	-13	-9	-12
Cc1ccc(OCCOCCN2CCN(C)CC2)c([N+](=O)[O-])c1	0	100	97	101	101	100	0	99	-2	-5	0
CC(=O)Nc1cccc(-c2nc3ccccc3[nH]2)c1	0	94	97	93	97	97	-1	94	-3	-7	-5
O=C(NCc1ccccc1)c1ccc2c(c1)C(=O)N(CC1CCCO1)C2=O (stereo not given)	1	101	97	101	105	103	0	103	-2	-3	-1
Fc1ccc(N2CCN(c3nnnn3-c3ccccc3)CC2)cc1	-2	96	95	96	98	96	1	98	-1	-4	-5
C=CCNc1sc(C(=O)C2CC2)c(N)c1C#N	-2	99	101	105	101	100	0	102	1	1	2
CCOC(=O)c1cnc2c(C(=O)OC)cccc2c1NCc1ccco1	-5	101	101	113	105	101	1	101	-3	-6	-7
Cc1ccc(CNS(=O)(=O)c2ccc3c(c2)CCN3C(=O)CCCC(=O)O)cc1	-3	100	102	99	101	99	-7	99	-4	1	-1
O=C(NC1CCCC1)c1sc(=S)n2c1[nH]c(=O)c1ccccc12	-1	89	94	93	92	91	2	93	2	6	0
CCn1ncc(C(=O)Nc2cc(C)on2)c1C	-3	100	97	102	101	100	-3	101	0	-1	-5
NNC(=O)Cn1cnc2ccccc21	-3	96	104	98	97	97	0	99	-6	-7	-10
Cc1ccc(Nc2ncnc3ccccc23)cc1	0	98	103	100	96	97	-1	98	0	-5	0
CC1(C)CC(=O)c2cc(OCC(=O)NCCCN3CCN(c4ccc(F)cc4)CC3)ccc2O1	-4	98	99	99	99	98	-3	100	-2	-3	-7
Cc1ccccc1/C=c1\s/c(=C\C(=O)C(C)(C)C)[nH]c1=O	2	98	97	97	97	97	1	98	-1	0	0
Cc1ccccc1OCCOC(=O)c1nc2nccc(C)n2n1	2	97	90	95	96	93	4	93	5	0	-2
CCCC1=C(C(=O)OCC)C(c2cc(Cl)cc(OC)c2OCC(=O)OCC)NC(=O)N1 (stereo not given)	-3	100	100	106	105	101	-2	102	-3	-3	-2
Cc1cc(C)n(-c2nc3c(c(=O)[nH]c(=O)n3C)n2CC(C)C)n1	-1	98	99	100	97	98	0	100	-2	-2	0
COc1ccc(Nc2cc(=O)oc3ccccc23)cc1	-7	99	99	102	98	101	-2	99	-8	-9	-7
CCOC(=O)c1ccc(-n2c(N)c(C(=O)NCc3ccco3)sc2=S)cc1	-5	95	98	94	94	94	-2	95	-4	7	-8

As a working copy, part of the list above:
SMILES	Bcl-XL Bim block	Rac1 mut GTP	Rab7 wt GTP bind	Rac1 wt GTP bind	Cdc42 wt	Rab2A wt mod	Bcl-W Bim block	HRas wt GTP	Bim-Bcl-2	Bfl-1 Bim block	Bcl-B Bim block
CCOC(=O)Cn1c(=NC(=O)c2cccs2)sc2cc(C(=O)OC)ccc21	-27	101	101	99	96	98	-16	97	-23	-1	-55
CCCCn1c2nc3ccccc3nc2c2c(=O)n(CCC(C)C)cnc21	-11	101	103	106	104	107	-3	103	-10	-15	-10

Later entries:
SMILES	Bcl-XL Bim block	Rac1 mut GTP	Rab7 wt GTP bind	Rac1 wt GTP bind	Cdc42 wt	Rab2A wt mod	Bcl-W Bim block	HRas wt GTP	Bim-Bcl-2	Bfl-1 Bim block	Bcl-B Bim block
O=c1/c(=C\c2ccc(O)cc2)sc2n1C(c1ccccc1)C(c1ccccc1)=NN=2 (stereo not given)	-8	100	100	103	108	105	-2	105	-5	3	-14
Cc1ccc(Nc2nc(N)nc(CN3CCCCCC3)n2)c(C)c1	-4	99	100	103	105	104	-2	103	-2	-1	1
N#Cc1c(NC(=O)c2ccc(N3CCOCC3)c([N+](=O)[O-])c2)sc2c1CCCC2	-4	97	95	100	100	98	-4	98	-3	-10	-5
COc1cc(S(=O)(=O)N(Cc2cccs2)C2CC2)ccc1-n1cnnn1	-4	94	94	100	99	92	-4	98	-15	0	-5
Cc1c(NC(=O)CSc2nncc3ccccc23)c(=O)n(-c2ccccc2)n1C	-2	100	99	107	100	99	0	101	3	1	-3
O=C(O)CSc1nc(-c2ccccc2)cc(=O)[nH]1	-2	100	95	103	102	98	0	98	1	-12	-1
CCOC(=O)/C(=N\Nc1cc(C(F)(F)F)ccc1Cl)N(CC)CC	0	96	95	95	95	95	-4	95	-2	-3	-5
COc1cccc2cc(-c3n[nH]c(=S)n3C)oc12	0	94	107	99	97	98	2	98	1	0	-14
COc1ccc(C2CC(=O)C=C(NCCC(C)C)C2)cc1 (stereo not given)	-29	100	98	102	102	102	-35	104	-35	-30	-38
Cc1cc(OCCCCCn2ccnc2)cc(C)c1Cl	1	90	97	96	97	93	2	93	-1	4	10
CCOc1ccccc1Nc1nnc(SCc2nnc(-c3cc(OC)c(OC)c(OC)c3)o2)s1	-8	97	94	101	102	96	-2	97	-8	-3	-8
COc1ccc(CCNC(=O)CCNS(=O)(=O)c2cccc3nsnc23)cc1OC	-11	101	99	104	100	101	5	100	-3	-6	-5
Cc1cccc(NC(=O)CCNS(=O)(=O)c2cccc3nonc23)c1C	-1	98	103	102	99	99	-2	98	-1	-1	-3
Cc1ccc(-n2nc(C(=O)O)cc2-c2ccc(Cl)cc2)cc1	0	89	100	94	92	94	3	97	-1	-1	0
OC(CN1CCCCC1)CN(c1ccccc1)c1ccccc1 (stereo not given)	-4	95	97	95	96	97	2	96	-8	-3	-2
CC(=O)c1sc(NC(=O)COc2ccc(Cl)cc2Cl)nc1C	-2	94	108	97	95	96	0	98	-5	-6	-2
CN(C)S(=O)(=O)c1ccc(NS(=O)(=O)/C=C/c2ccccc2)cc1	-2	101	98	105	104	100	0	103	0	-1	-3
COc1ccc(Br)cc1C(=O)Nc1ccc(NC(=O)c2ccco2)cc1	-14	99	100	99	97	97	5	99	-7	-9	-8
O=C(CSc1nc2[nH]ncc2c(=O)[nH]1)Nc1ccccc1	2	96	102	96	94	98	2	97	-1	-3	-1
CC(C)[C@H](NC(=O)c1ccccc1)C(=O)OCC(=O)N1CCCCCC1	-9	98	100	101	99	99	-6	98	-11	-11	-10
Cc1nn(-c2ccccc2)c(N)c1N=Nc1ccccc1	-5	101	99	105	107	98	-2	99	-6	-8	1
O=C(CN1C(=O)CSC1=O)c1ccccc1	5	96	97	102	101	97	1	99	-6	-11	-8
CCC(C)NC(=S)N1CCN(C)CC1 (stereo not given)	-6	97	110	103	99	105	-3	102	1	-2	-6
COC(=O)c1cn(NC(=O)c2cccc(F)c2)c(=O)c2ccccc12	-6	99	94	106	103	100	-5	101	0	0	-9
O=C(O)/C=C/C(=O)NC1CCS(=O)(=O)C1 (stereo not given)	-1	?	?	?	?	?	-1	?	-7	-14	-7
SMILES	Bcl-XL Bim block	Rac1 mut GTP	Rab7 wt GTP bind	Rac1 wt GTP bind	Cdc42 wt	Rab2A wt mod	Bcl-W Bim block	HRas wt GTP	Bim-Bcl-2	Bfl-1 Bim block	Bcl-B Bim block
CCOC(=O)NN1C(=O)c2ccccc2NC1c1cccnc1 (stereo not given)	-1	96	107	99	98	100	-2	100	-3	-4	-6
CCCCn1c(C(C)NC(=O)CCC)nc2ccccc21 (stereo not given)	-3	98	103	100	100	100	0	102	-5	-5	-5
O=C(CSc1nccn1-c1ccc(F)cc1)NCc1ccc(F)cc1	-1	97	97	98	95	96	-4	96	-3	0	-8
COc1ccc(/C=C/C(=O)O)cc1S(=O)(=O)N1CCc2ccccc2C1	-6	97	99	104	99	97	-2	99	-5	-3	-2
Cc1cccc(N(CC(=O)N2CCN(C)CC2)S(=O)(=O)c2ccccc2)c1	-2	96	104	101	97	99	0	100	-2	-4	-5
Cc1ccccc1NC1=C(Cl)C(=O)OC1NC(=O)c1ccccc1 (stereo not given)	-4	99	101	100	101	101	2	102	-8	-10	-7
CCOc1ccc(CNC23CN4CN(CN(C4)C2)C3)cc1	-6	96	101	101	98	97	-5	97	-2	-9	-3
Cc1c(Br)cc(C(=O)NCCCN2CCOCC2)c(C)c1C	-7	98	99	103	101	102	-2	102	-4	-1	-3
CCOC(=O)c1nnc(-c2ccc(C)cc2)nc1N1CCSCC1	1	98	100	104	101	100	0	98	0	-2	0
Cn1c(CC(=O)Nc2ccc(Cl)c(Cl)c2)n[nH]c1=S	-1	97	103	100	100	99	4	101	-1	-1	-16
COc1ccccc1N1CCN(c2nc3ccccn3c(=O)c2C=O)CC1	0	101	102	109	106	100	0	101	-5	-15	-5
COc1ccc(C(=O)c2coc(-c3ccccc3C(=O)O)c2C(=O)O)cc1	-4	97	95	101	98	94	-3	95	-4	-1	-2
O=C(Sc1nnc(-c2ccccc2)o1)N1c2ccccc2Sc2ccccc21	-6	98	96	101	99	98	-8	101	-2	0	-8
Cc1ccc(NC(=O)CCn2nnc3ccccc32)cc1	-7	97	106	102	97	100	-1	98	-5	-13	-7
O=C(CSc1nnc2ccc3ccccc3n12)N1CCOCC1	-2	102	99	105	103	100	-3	102	-1	-1	-3
COC(=O)c1cccc(CSc2nc3ccccc3[nH]2)c1	-4	104	97	100	106	98	-3	102	1	-1	-3
O=C(NCCc1c[nH]c2ccccc12)C1CCN(c2nnc(N3CCCC3=O)s2)CC1	-1	101	100	105	102	98	3	102	0	-5	-6
COCCCNc1ccc([N+](=O)[O-])cc1C(=O)Nc1cccc(C)n1	0	92	102	89	91	97	1	96	-3	4	2
CCOc1ccccc1-n1nnnc1SCc1nc2ccccc2s1	-4	102	106	106	106	106	-3	106	-5	0	-13
O=C(O)Cc1sc(-c2cccnc2)nc1-c1ccc(Br)cc1	-1	93	103	98	92	94	0	96	4	2	-1
CCN(CC)c1ccc(NC(=O)Cn2cc3c(n2)CCC(C)C3)c(C)c1 (stereo not given)	2	97	97	96	100	99	4	99	6	6	-5
Cc1ccccc1-n1nnnc1Sc1nnnn1-c1ccccc1	-2	98	98	101	98	98	3	99	-1	-5	-4

Screening data (PubChem)
